Pf Dd2 inh – blocks in vitro growth of P. falciparum Dd2 | Potency, µM (top dose mostly 28.9 µM), for inactives: at the top dose activity, negative = inhibition, usual class: inhibitors | 120,000 tested, 4.3% active | P. falciparum Dd2 growth, SYBR Green, 72 h; active = well fitted inhibition curve with a large enough effect; inconclusive = small, poorly fitted or top-dose-only effect; inactive = no such curve, though single readings can be large or run the other way;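 also: plate controls were DMSO vehicle for no effect and reference drug for full effect; nearly all actives have a fitted effect of over 65% in size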
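Infected erythrocytes (Dd2, 0.3% parasitemia, 2.5% hematocrit final) are added to compound in RPMI-1640/Albumax II medium, grown 72 h at 37C in low oxygen, then lysed with saponin/Triton-X containing SYBR Green and read by fluorescence.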
Active calls of the source: *; i = inactive; u = inconclusive; [ ] = another dose, or the depositor's remark. Potency is read from the fitted curve at half-maximal effect.

SMILES	Pf Dd2 inh
CCOc1ccc2c(n1)CCN(C(=O)C1CCOCC1)C2	41%[activator]
CCc1ccc(C(c2ccccc2)c2c[nH]c3ccc(C)cc23)s1 (stereo not drawn)	u
Cc1cnc(C(=O)NCC2Cn3cccc3C(=O)N2CC(C)C)cn1 (stereo not drawn)	-18%
O=C(Nc1cnc(-c2ccc(F)cc2)nc1)c1ccco1	i
Cc1ccc2oc(=O)c(-c3nc4ccc(C)cc4[nH]3)cc2c1	10%
O=C(CCC[C@@H]1[C@H]2CCCN3CCC[C@@H](CN1C(=O)C1CCC1)[C@@H]23)NCC1CC1	-11%
Cc1cccc(CN2CCCC3(CCN(c4nc5ccccc5o4)C3)C2=O)c1 (stereo not drawn)	-15%
Clc1cccc(N2CCN(c3nc4ccccc4c4nc(-c5ccccc5)nn34)CC2)c1	29%
O=C(C1CC=CC1)N1CCC([C@@H]2CNC[C@H]2CO)CC1	21%
COC(=O)[C@@H]1Cc2ncn(Cc3ccccc3)c2CN1S(=O)(=O)Cc1ccccc1	11µM*
C[C@@H]1CN(C(=O)c2ccc(Cl)o2)C[C@@]1(O)C1CCC1	11%
CCC[C@H]1CN(S(=O)(=O)c2ccc(-c3ccn[nH]3)o2)C[C@@H]1N	i
O=C(Nc1ccccc1)C1CCN(S(=O)(=O)c2ccc3[nH]c4c(c3c2)CCCCC4)CC1	u
COc1ccccc1-c1[nH]ncc1CN1CCCCCNC(=O)CC1c1ccccc1 (stereo not drawn)	u
COc1ccc(C(=O)N2CCCC(c3nc(-c4cnccn4)no3)CCNC(=O)CC2)cn1 (stereo not drawn)	i
CCOC(=O)Cn1c(=O)c2c(nc(N3CCOCC3)n2Cc2ccccc2)n(C)c1=O	12%
Fc1ccc(Cc2nc(-c3nnn4c3COC(c3ccc(Cl)cc3)C4)no2)cc1 (stereo not drawn)	-13%
CCOc1ccc(NC(=O)CSc2nnc3scc(-c4ccc(Cl)cc4)n23)cc1	i
Cc1nnc2n1CCC(N(C)C(=O)Cc1ccsc1)CC2 (stereo not drawn)	i
CC(C)Oc1ccc(CNS(=O)(=O)c2ccc(-c3cc(C(F)(F)F)on3)s2)cc1	128%[activator]

Pulled one by one from the list above:
SMILES	Pf Dd2 inh
O=C(CCC[C@@H]1[C@H]2CCCN3CCC[C@@H](CN1C(=O)C1CCC1)[C@@H]23)NCC1CC1	-11%
COC(=O)[C@@H]1Cc2ncn(Cc3ccccc3)c2CN1S(=O)(=O)Cc1ccccc1	11µM*

(more compounds)
SMILES	Pf Dd2 inh
COCCNC(=O)[C@@H]1C[C@H](Oc2cccnc2)CN1C(=O)c1nccn1C	-1%
Cc1nc(N2CCC(C(=O)NC3CCCCCCC3)CC2)cc(C(F)(F)F)n1	u
Cc1ccsc1CN1CCCOCCNC(=O)[C@@H]2CCCC[C@@H]21	u
CCc1noc([C@@H]2CC(F)(F)CN2C(=O)c2ccoc2C)n1	u
O=C(CCCc1c[nH]c2ccccc12)NCC(=O)N1CCCCCCNC(=O)CC1c1ccccc1 (stereo not drawn)	u
CCN(Cc1c(O)cccc1OC)CC1CCN(CCc2ccccc2C)CC1	16µM*
CC(C)CN1CCn2nc(CNC(=O)N3CCN(C)CC3)cc2C1	-10%
COc1ccc(CN2CCc3oc(C)c(C(=O)N4CCN(c5ncccn5)CC4)c3C2)cc1	u
CCc1noc(-c2cn(C3CCN(C(=O)C(C)Oc4ccc(Cl)cc4)CC3)nn2)n1 (stereo not drawn)	-37%
Cc1nc(CN2C(=O)OC3(CCN(Cc4ccc(C(C)C)cc4)CC3)C2(C)c2ccccc2)cs1 (stereo not drawn)	-2%
Cc1ccc(NC(=O)N2CCCC(Cn3cnc4cccnc43)C2)c(Cl)c1 (stereo not drawn)	i
COc1ccc(N(CC(=O)N2CCN(c3ccc(F)cc3)CC2)S(=O)(=O)c2c(C)noc2C)cc1	i
Cc1ncoc1C(=O)N[C@@H]1CN(S(C)(=O)=O)C[C@H]1CN(C)C	28%
O=[N+]([O-])c1cccc(-c2ncc[nH]2)c1	-12%[76.6 µM]
CCOC(=O)c1cc(-c2ccccc2)n(CC(=O)NC(C)c2ccccc2)c1C (stereo not drawn)	u
CCOc1ccc(NC(=O)Cn2cc(C(=O)c3ccccc3)c3ccccc32)cc1	26%
O=C1Nc2ccccc2OCC12CCN(CC1CCCC1)CC2	u
CN1CCN(C(=O)C2CCC(=O)N(Cc3cccc(C(F)(F)F)c3)C2)CC1=O (stereo not drawn)	-7%
CN1CCCC1c1nc(C2CNC2)no1 (stereo not drawn)	8%
O=C(N[C@H](c1cccs1)C1CC(O)C1)c1ccc(N2CCOCC2)cc1 (stereo partly drawn)	-2%
CC1(C)CC(=O)c2cc(-c3nc(-c4ccccc4)cs3)c(=O)[nH]c2C1	-10%
CC(=O)c1cc(C(=O)NCc2cccnc2N(C)Cc2ccccc2)cs1	-9%
COc1ccc(-c2nc3c(c(-c4ccccc4)n2)CN(C(=O)c2ccccc2Cl)CC3)cc1	10µM*
COc1ccc(OC)c(NC(=O)CN2C(=O)COc3ccc(S(=O)(=O)NC4CCCC4)cc32)c1	17%
CCOc1cc(S(=O)(=O)NCCc2c(C)[nH]c3ccc(C)cc23)ccc1Br	-5%
CN(C)Cc1cc(C[C@@H]2C[C@H](NC(=O)C3CCC3)C2(C)C)no1	i
CC(=O)c1c(C)oc2c(Br)cc(NS(=O)(=O)c3ccc(Br)cc3)cc12	47%[activator]
O=C(Cc1ccc(F)cc1)N1CCOc2ccc(CN3CCc4ccccc4C3)cc2C1	u
CCC(Cc1ccccc1)NC(=O)Cn1nc(C)n2c(cc3occc32)c1=O (stereo not drawn)	40%[activator]
CN1c2cccnc2CN(Cc2ccc(OC(F)(F)F)cc2)CC[C@H]1CO	u
O=C(Nc1cccc(-n2cccn2)c1)C1CCCN1C(=O)c1ccsc1 (stereo not drawn)	-20%
Cc1cccc(C(=O)N2CCC(n3cnnc3C3CC3)CC2)c1	8%
CN(C(=O)Cn1ncc2c1-c1ccccc1OC2)c1ccc(Br)cc1	19%
CC1=C(C(=O)OC2CCCCCC2)C(c2c(Cl)cccc2Cl)CC(=O)N1 (stereo not drawn)	u
CC1(COc2ccccc2)COc2ccc(C(=O)N3CCOCC3c3ccncc3)cc2N1 (stereo not drawn)	i
CCn1nccc1C(=O)NCCC1CCN(C(=O)Nc2cccc(C)c2)CC1	-14%
O=C(Nc1ccccc1)N1CCCC1c1nnc2n1CCNC2 (stereo not drawn)	6%
O=C(c1ccc(Cl)cn1)N1CCCCC12Cc1ccccc1NC2=O (stereo not drawn)	-23%
COC1C(=O)N(c2cccc(F)c2)C12CCN(S(=O)(=O)c1ccccc1C)CC2 (stereo not drawn)	13µM*
COc1ccc(NC(=O)CCn2cccn2)cc1OC	33%[activator]

An excerpt of these results, in CSV form.
SMILES,Pf Dd2 inh
CC1=C(C(=O)OC2CCCCCC2)C(c2c(Cl)cccc2Cl)CC(=O)N1 (stereo not drawn),u
CC1(COc2ccccc2)COc2ccc(C(=O)N3CCOCC3c3ccncc3)cc2N1 (stereo not drawn),i
CCn1nccc1C(=O)NCCC1CCN(C(=O)Nc2cccc(C)c2)CC1,-14%
O=C(Nc1ccccc1)N1CCCC1c1nnc2n1CCNC2 (stereo not drawn),6%
O=C(c1ccc(Cl)cn1)N1CCCCC12Cc1ccccc1NC2=O (stereo not drawn),-23%

Returning to the listing, starting 5 compounds before the break.
SMILES	Pf Dd2 inh
CCn1nccc1C(=O)NCCC1CCN(C(=O)Nc2cccc(C)c2)CC1	-14%
O=C(Nc1ccccc1)N1CCCC1c1nnc2n1CCNC2 (stereo not drawn)	6%
O=C(c1ccc(Cl)cn1)N1CCCCC12Cc1ccccc1NC2=O (stereo not drawn)	-23%
COC1C(=O)N(c2cccc(F)c2)C12CCN(S(=O)(=O)c1ccccc1C)CC2 (stereo not drawn)	13µM*
COc1ccc(NC(=O)CCn2cccn2)cc1OC	33%[activator]
COc1ccc(Cl)cc1NC(=O)CCCn1c(=O)c2cccn2c2cccnc21	-17%
CCc1ccc(NS(=O)(=O)c2ccc(C(=O)N(C)C)s2)cc1	32%[activator]
COc1ccc(-n2nc(C3CCCN(C(=O)C(C)(C)C)C3)[nH]c2=O)cc1 (stereo not drawn)	i
Oc1c(C(c2ccc(Br)cc2)N2CCOCC2)sc2nc(-c3ccco3)nn12 (stereo not drawn)	2%
CC1=C[C@@H](CNC(=O)NC(C)C)[C@H](C(C)C)C[C@H]1Cc1nnc(-c2ccncc2)o1	-14%[44.1 µM]
CC(=O)N1CCC(N2CCOC[C@H]2c2ncc(-c3ccc(Cl)s3)[nH]2)CC1	7%[44.1 µM]
O=C(c1ccccn1)N1CCC2(CC1)CC(Cc1ccccc1)CCO2 (stereo not drawn)	-8%
CCc1ccc(S(=O)(=O)c2cn(C)c3cc(N4CCC(C)CC4)c(F)cc3c2=O)cc1	u
O=C(Nc1cc(C(F)(F)F)cc(C(F)(F)F)c1)c1cccn(Cc2ccccc2Cl)c1=O	i
CN1CC(=O)N(c2ccc(Cl)cc2)Cc2c(NC3CCNCC3)ncnc21	3%
NCc1cccc(-c2ccc3c(c2)C(=O)N2CC[C@H](NC(=O)c4cccc(F)c4)[C@H]2C(=O)N3)c1	i
Cc1ccc(NC(=O)n2ncc3c(C)cccc32)c(C)c1	49%[activator]
Cc1cc(C)n(CCC(=O)N2CCc3c(c(C(=O)N4CCOCC4)nn3CCc3ccccc3)C2)n1	-20%
CCc1ccc(CNC(=O)c2ccc(CN3C(=O)NC4(CCOCC4)C3=O)cc2)cc1	i
O=C(Cc1ccccc1F)N1C[C@@H](CO)[C@H](c2ccccn2)C1	20%
COc1ccc(CCNC(=O)CCn2c(=O)c3cccn3c3ccc(F)cc32)cc1OC	i
COCCCNc1nc2c([S+](=O)([O-])c3ccc(OC)cc3)nnn2c2ccccc12	-19%
CCOCc1nc(C2CCCN(C(=O)c3cccnc3)C2)no1 (stereo not drawn)	23%
O=C(c1cn(Cc2ccc(Cl)cc2)nn1)N1CCCC(OCc2cccnc2)C1 (stereo not drawn)	-6%
CCc1ccccc1NC(=O)c1ccc(CN2C(=O)CCn3nc(C)cc32)cc1	40%[activator]
CN(C)C[C@@H]1CN(S(C)(=O)=O)C[C@H]1NC(=O)c1ncccn1	i
N#Cc1ccc(CN2CCCCCCNC(=O)[C@@H]3C[C@@H](C(=O)NCCc4cnc[nH]4)C[C@@H]32)cc1	u
Cc1cccc(NC(=O)C2CCN(S(=O)(=O)c3c(C)noc3/C=C/c3ccco3)CC2)c1C	-13%
CC1CCc2c(sc3nnn(CC(=O)Nc4ccc(Cl)cc4)c(=O)c23)C1 (stereo not drawn)	38%[activator]
COc1ccc2nc(N(Cc3cccnc3)C(=O)Cc3ccccc3)sc2c1	u
Cc1ccccc1-c1cn[nH]c1C1CCN(C(=O)CCCn2cnnn2)CC1	-9%
CN1CCC(C2CCN(C(=O)NC3CCCC3)C2)CC1 (stereo not drawn)	-17%
CN(C)C1(Cc2cc(COc3ccccc3)on2)COC1	0%[44.1 µM]
CC1(COc2cccnc2)COc2ccc(C(=O)NCCOc3ccccc3)cc2N1 (stereo not drawn)	u
O=C(C1CC1)N1CCC(c2noc(-c3ccccn3)n2)C1 (stereo not drawn)	i[5.79 µM]
CCOc1ccc(CCNC(=O)CN2C(=O)c3cccnc3Oc3ccc(Cl)cc32)cc1	5%
COc1ccc(OC)c(CCNCc2c(C(=O)O)c(C)n(Cc3ccc(F)cc3Cl)c2C)c1	12%
CN1CCN(c2ncc3c(n2)CCN(Cc2ccc(Br)s2)C3)CC1	-9%
Cc1ccc(C)c(C(=O)N2CCC3(CC2)NC(=O)N(c2cccc(F)c2)N3)c1	13%
COc1ccc(S(=O)(=O)NCc2cccn2Cc2cccc(C)c2)cc1	3%
O=C(NCCC1CCN(C(=O)Nc2ccccc2F)CC1)C1CCCC1	-2%
Cc1ccc(NC(=O)Nc2cc3c(cc2N2CCCCC2)n(C)c(=O)n3C)cc1Cl	i
COc1ccccc1C(=O)N1CCC(c2noc(-c3ccc(S(=O)(=O)N4CCCC4)cc3)n2)CC1	u
COc1ccc(-c2cc(-c3ccc(F)cc3)nc3c2COc2ccc(F)cc2-3)cc1	i
O=C1NC(C(=O)N2CCN(Cc3ccc(F)cc3F)CC2)Cn2cccc21 (stereo not drawn)	12%
N#Cc1ccc(S(=O)(=O)N2CC(n3cc(C(=O)NCc4ccccc4)nn3)C2)cc1	-2%
CC(=O)N1CC2(Cc3ccccc31)CN(C(=O)c1ccccc1C)C2	5%[44.1 µM]
O=C(NCCc1ccccc1)c1ccc2c(c1)N(Cc1ccc(F)cc1)C(=O)c1ccccc1S2(=O)=O	-14%
O=C(c1cccs1)N1CCCc2cc(NS(=O)(=O)c3ccc(Br)cc3)ccc21	12%
COc1cc(C(=O)NCc2nc3cccnc3n2Cc2ccc(C)cc2)cc(OC)c1OC	-4%
CN(C)C(=O)c1ccnc(-c2nnc3ccc(NCCc4ccccc4)nn23)c1	u
COc1ccc(NC(=O)C2=NO[C@@H]3CN(Cc4ccc(F)cc4)C[C@H]23)cc1	i
COc1ccc(C(=O)N[C@@H]2CN(C(=O)Nc3ccc(F)cc3)CCC[C@H]2O)cc1	u
CCOCCn1c(=O)[nH]c2cc(C(=O)N(C)Cc3nccs3)ccc21	-2%
CC(C)NC(=O)N1CNC(=O)C12CCN(C(=O)Cc1ccc(O)cc1)CC2	16%
Cc1ccc([S+](=O)([O-])N2CCCN(c3nc4ncccc4o3)CC2)cc1	-18%
COc1cccc(S(=O)(=O)N2CCC3(CC2)CC(CC(=O)NC2CC2)CCO3)c1 (stereo not drawn)	21%

High-throughput results (PubChem)

Not all compounds are listed (hit frequency here may not be typical).
